# p53 reactivator: restores transcriptional activity of mutant p53. H1299 p53-A138V BP100-luciferase reporter, luminescence, 24 h. Potency, µM (top dose mostly 92.2 µM), without a hit: at the highest dose activity change, positive = activation, usual class: activators. 320,000 tested, 0.063% active; note: % of control where 0% means no effect; nearly all actives have a fitted effect of over 45% in size
#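 H1299 (p53-null), stable ts p53-A138V + BP100-Luc; 1000 cells/well, Opti-MEM/10% FBS; cpd 4 pt, 1:5; 24 h, 37 deg C, 5% CO2; detection reagent 10 min RT; luminescence.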
# FLuc modulator: inhibits or activates purified firefly luciferase, miR-21 counter-screen; P08659; purified FLuc, Km substrates, luminescence inhibition; Potency, µM (doses to about 57.5 µM), for the others: top-dose activity change, negative = inhibition, most hits filed as inhibitors; 360,000 tested, 6.9% active; AID 588342;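 note: plate controls were vehicle for no effect and reference inhibitor for full effect; nearly all actives have a fitted effect of over 55% in size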
#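 Purified P. pyralis luciferase, 10 nM final, with Km-level 10 uM D-luciferin and 10 uM ATP in 50 mM Tris acetate pH 7.5, 10 mM Mg acetate, 0.01% Tween-20, 0.05% BSA; 6-point qHTS titration about 60 µM downward; luminescence read.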
# ELG1 genotox: inducers of genotoxicity in HEK293T ELG1-luciferase cells; Potency, µM (doses to about 46 µM), for the others: top-dose activity change, positive = activation, hits mostly activators; HEK293T ELG1-luciferase reporter, luminescence, 16 h; AID 504466; 330,000 tested, 1.3% active; note: % of control where 0% means no effect; nearly all actives have a fitted effect of over 60% in size
#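 After overnight (16 hr) compound treatment at 37 °C, ELG1-luciferase HEK293T cells were lysed with ONE-Glo; luminescence quantified 30 min later at room temperature.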
# NPC1 prom act: NPC1 promoter activation | Huh7 NPC1 promoter luciferase reporter, 24 h | Potency, µM (titrated, usually from 9.22 µM), without a hit: at the highest dose activation, usual class: activators | 320,000 tested, 2.4% active;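 note: % of control where 0% means no effect; nearly all actives have a fitted effect of over 60% in size; reporter is driven by a mutant NPC1 promoter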
#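 Quantitative HTS used a cell-based reporter: Huh7 cells stably bearing the NPC1 promoter upstream of luciferase were treated with compounds for 24 h, and promoter activation was read as luminescence.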
# RORg inh: ROR gamma (mouse) transcription inhibition | P51450 | Potency, µM (highest dose often 53.6 µM), without a hit: at the highest dose activity change, negative = inhibition, actives largely listed as inhibitors | 310,000 tested, 5.4% active | AID 2551 | Drosophila S2 Gal4-RORgamma UAS-luciferase reporter, 20 h; note: % is set by controls: 0 for no effect and ±100 for the full control effect; nearly all actives have a fitted effect of over 60% in size
# Target sequence (P51450 whole entry, looked up, the tested form may be a part): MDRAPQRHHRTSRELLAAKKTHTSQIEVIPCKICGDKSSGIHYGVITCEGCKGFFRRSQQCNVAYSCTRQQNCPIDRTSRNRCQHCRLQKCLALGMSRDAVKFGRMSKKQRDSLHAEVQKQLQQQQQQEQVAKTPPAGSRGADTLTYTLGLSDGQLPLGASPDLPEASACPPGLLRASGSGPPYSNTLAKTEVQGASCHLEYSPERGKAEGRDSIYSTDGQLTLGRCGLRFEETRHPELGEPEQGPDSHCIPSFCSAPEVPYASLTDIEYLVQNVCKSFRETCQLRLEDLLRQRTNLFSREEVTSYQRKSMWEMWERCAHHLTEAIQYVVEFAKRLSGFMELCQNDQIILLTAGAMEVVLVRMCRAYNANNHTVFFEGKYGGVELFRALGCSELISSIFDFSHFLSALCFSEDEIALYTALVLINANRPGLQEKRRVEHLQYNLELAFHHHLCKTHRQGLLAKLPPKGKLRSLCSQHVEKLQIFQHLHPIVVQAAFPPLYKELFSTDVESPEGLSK
#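 ROR gamma transcriptional activity was tracked as Gal4-UAS luciferase output in stably transfected Drosophila Schneider cells, with compound added 1 hr before 700 uM copper sulfate induction and a 20 hr ambient-temperature incubation.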
# BRCA1 expr act: BRCA1 expression activation | MCF7-BRCA1-FFLuc reporter, luminescence, 48 h; response scale: scaled: vehicle 0%, 10 µM genistein 100% | Potency, µM (doses to about 46.1 µM), for the others: top-dose activation, most hits filed as activators | 380,000 tested, 1.1% active; note: nearly all actives have a fitted effect of over 80% in size; some results filed as inactive show a strong effect at the top dose
#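 MCF7 cells carrying a BRCA1-firefly luciferase reporter (2000 cells/well, phenol-red free MEM) were attached for 2 h at 37 °C, then given compounds for 48 h. Luminescence was read 15 min after luciferase reagent; activity normalized to genistein (10 microM) and DMSO.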
# uPA generation: blocks generation of uPA at the cell surface. cell surface uPA generation assay, qHTS. Potency, µM (series often up to 38.3 µM), without a hit: top-dose activity change, negative = inhibition, actives largely listed as inhibitors. 330,000 tested, 0.31% active. AID 540303; active = well fitted inhibition curve with a large enough effect; inconclusive = small, poorly fitted or top-dose-only effect; inactive = no such curve, though single readings can be large or run the other way; tested in mouse RAW 264.7 cells; note: % is set by controls: 0 for no effect and ±100 for the full control effect; nearly all actives have a fitted effect of over 55% in size
# MBNL1 CUG block: MBNL1-poly(CUG) RNA binding inhibition. Q9NR56. TR-FRET MBNL1-His/biotin-(CUG)12 binding, 665/545 ratio. Potency, µM (highest dose often 57.5 µM), for inactives: at the highest dose activity change, negative = inhibition, actives largely listed as inhibitors. 280,000 tested, 0.036% active; active = well fitted inhibition curve with a large enough effect in the signal ratio, with a control signal flat, not every such curve was filed as active; inconclusive = small, poorly fitted or top-dose-only effect, or effect the other way, or a change in a side signal; inactive = no such curve, though single readings can be large or run the other way; the % refers to the signal ratio; note: % is set by controls: 0 for no effect and ±100 for the full control effect
# Target sequence (Q9NR56 whole entry, looked up): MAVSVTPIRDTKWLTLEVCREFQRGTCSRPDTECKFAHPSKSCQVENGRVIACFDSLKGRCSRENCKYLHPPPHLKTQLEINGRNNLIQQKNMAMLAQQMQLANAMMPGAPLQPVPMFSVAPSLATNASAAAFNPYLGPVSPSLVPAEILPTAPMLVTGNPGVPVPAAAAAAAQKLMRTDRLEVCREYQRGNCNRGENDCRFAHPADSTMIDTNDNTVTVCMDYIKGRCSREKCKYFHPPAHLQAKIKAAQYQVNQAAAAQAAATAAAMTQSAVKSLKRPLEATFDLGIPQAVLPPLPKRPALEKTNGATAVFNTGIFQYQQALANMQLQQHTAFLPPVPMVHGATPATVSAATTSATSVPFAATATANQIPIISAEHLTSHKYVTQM
#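 His-tagged MBNL1 binding to biotinylated (CUG)12 RNA was measured by TR-FRET using terbium anti-His antibody (0.055 ng/ul final) and streptavidin-XL665 (5 nM final). Compounds were titrated 92 nM to 58 uM; 60 min at room temperature.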
# Rab9 promoter act: Rab9 promoter activation; 320,000 tested, 2.8% active; Huh7 Rab9 promoter-luciferase reporter, luminescence, 24 h; Potency, µM (titrated, usually from 9.22 µM), for the others: top-dose activation, negative = inhibition, hits mostly activators; note: % of control where 0% means no effect; nearly all actives have a fitted effect of over 60% in size
#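 Luciferase signal after 10 min detection reagent at ambient indicates Rab9 promoter upregulation; stably transfected Huh7 cells were treated 24 h with compound in DMSO at 37 °C, 5% CO2.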
# Gal4-VP16 FLuc: counter-screen for ROR gamma inhibitors: Gal4-VP16 reporter; Drosophila S2 Gal4-VP16 UAS-luciferase, luminescence, 20 h; Potency, µM (titrated, usually from 53.6 µM), for the others: at the highest dose activity, negative = inhibition, most hits filed as inhibitors; 310,000 tested, 3.5% active; AID 2546;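 note: Gal4-VP16 expression switched on by copper sulfate through the metallothionein promoter; % is set by controls: 0 for no effect and ±100 for the full control effect; nearly all actives have a fitted effect of over 50% in size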
# * = called active by the depositor; u = inconclusive; x = not tested or not shown; & = joins results of further samples; [ ] = another dose, or the depositor's remark. Unless noted, calls come from the whole dose curve; as a rule, active = well fitted curve in the direction sought with a large enough effect; inconclusive = small, poorly fitted or top-dose-only effect, or another doubt; inactive = no such curve, though single readings can be large; an effect the other way counts as inactive or inconclusive. Potency is the fitted concentration of half-maximal effect.
molecule | p53 reactivator | MBNL1 CUG block | ELG1 genotox | Gal4-VP16 FLuc | Rab9 promoter act | FLuc modulator | BRCA1 expr act | NPC1 prom act | RORg inh | uPA generation
CCOC(=O)/C=C1\SCC(=O)N1CC(=O)NC(C)c1ccccc1 (stereo not given) | -8% | -13% | 1% | 1% | -1% | -1% | -14% | 1% | 3% | 4%
COC(=O)CCC(=O)OC1(C)C(=O)C=C2C=C(C3CC3)N(Cc3ccco3)C=C2C1=O (stereo not given) | -3% | u | 0% | -4% | -2% | 7% | 2% | 5% | -3% | -4%
Cc1ccc(C(C)C)cc1OCC(=O)N/N=C/c1ccc2c(c1)OCCO2 | u | -7% | 2% | 1% | -4% | -19% | -20% | 0% | 41% | -2%
COc1cc2c(cc1OC)C(c1cccc([N+](=O)[O-])c1)=NCC2 | -17% | u | 2% | -1% | -4% | -2% | -1% | -2% | 26% | -10%
Cc1cc(OC(=O)c2ccccc2Br)cc(=O)n1C | 1% | -11% | -5% | -2% | -2% | 21µM* | -10% | 3% | -6% | -6%
COc1ccc(NC(=O)CNS(=O)(=O)c2cccs2)c(OC)c1 | 2% | -1% | -4% | -1% | -4% | -8%&-12% | 37% | 2% | 21% | 3%
O=C(O)CC(c1cccc2ccccc12)n1cccc1 (stereo not given) | 0% | 14% | -2% | -5% | 5% | -4% | -25% | 3% | 8% | 3%
CCCCOc1ccc(CC2CCC(=O)NC2=O)cc1 (stereo not given) | -3% | 0% | 5% | 3% | -2% | -9% | 22% | 7% | 34% | x
Cc1ccccc1NC(=O)COC(=O)c1c(-c2ccccc2)noc1C | 4% | x | -1% | x | -5% | 5% | -29% | -1% | x | -17%
CC(C)CCc1noc(CN(C)CCC2CCOCC2)n1 | 0% | 0% | -3% | -11% | -1% | 1% | -15% | 0% | 10% | -3%
Cc1cc(C)nc(NN=C(c2ccccc2)c2ccccc2)n1 | -2% | 3% | -8% | u | -4% | -1% | -37% | -5% | 7.9µM* | -14%
COc1ccc(NC(=O)CO/N=C/C(=O)Nc2ccccc2C)c([N+](=O)[O-])c1 | 9% | x | -1% | x | 11% | u | 9% | 18% | x | 8%
CCOC(=O)CN1C(=O)C(=O)N(Cc2ccccc2F)C1=O | -5% | -12% | 0% | 4% | 0% | 1% | -3% | -1% | -12% | -2%
Cc1nc(SCC(=O)Nc2ccc(C)c(F)c2)c2oc3ccccc3c2n1 | 0% | -2% | 4% | 0% | 0% | 0% | -18% | -1% | 4% | 6%
O=C(NCc1cccnc1)c1ccc(S(=O)(=O)Nc2ccccc2)cc1 | -8% | x | 1% | x | -1% | -2% | -15% | -1% | x | -1%
O=C(O)C1CCN(C(=O)c2cccc3ccccc23)CC1 | 2% | -1% | 1% | -1% | -3% | -2% | -2% | -2% | -11% | -1%
COc1ccc(N/C(=C(/C(Cl)=C(Cl)Cl)[N+](=O)[O-])n2nnc3ccccc32)cc1 | 2% | u | -3% | -2% | 4% | u | x | -1% | 1% | x
Cc1ccc(S(=O)(=O)N2[C@@H](c3ccc(Br)cc3)C(C(=O)O)=CC[C@H]2c2cccc(Cl)c2)cc1 | 4% | x | -3% | x | x | x | 15% | x | x | 2%
CCc1nnc(NC(=O)Cc2ccc(Br)cc2)s1 | 5% | -10% | 5% | -8% | 10% | 2% | -12% | -1% | 6% | 0%
Cc1nn(C)c(C)c1/C=C1/SC(=S)NC1=O | 14% | 4% | 12% | -3% | -1% | u | -21% | -3% | 28% | -1%

# Sorted by length of the SMILES (descending): part of the list above.
molecule | p53 reactivator | MBNL1 CUG block | ELG1 genotox | Gal4-VP16 FLuc | Rab9 promoter act | FLuc modulator | BRCA1 expr act | NPC1 prom act | RORg inh | uPA generation
Cc1ccc(S(=O)(=O)N2[C@@H](c3ccc(Br)cc3)C(C(=O)O)=CC[C@H]2c2cccc(Cl)c2)cc1 | 4% | x | -3% | x | x | x | 15% | x | x | 2%
Cc1ccc(C(C)C)cc1OCC(=O)N/N=C/c1ccc2c(c1)OCCO2 | u | -7% | 2% | 1% | -4% | -19% | -20% | 0% | 41% | -2%
Cc1ccccc1NC(=O)COC(=O)c1c(-c2ccccc2)noc1C | 4% | x | -1% | x | -5% | 5% | -29% | -1% | x | -17%
Cc1cc(OC(=O)c2ccccc2Br)cc(=O)n1C | 1% | -11% | -5% | -2% | -2% | 21µM* | -10% | 3% | -6% | -6%
O=C(O)CC(c1cccc2ccccc12)n1cccc1 (stereo not given) | 0% | 14% | -2% | -5% | 5% | -4% | -25% | 3% | 8% | 3%
CCc1nnc(NC(=O)Cc2ccc(Br)cc2)s1 | 5% | -10% | 5% | -8% | 10% | 2% | -12% | -1% | 6% | 0%

# Two entries drawn at random from the list so far, as already listed:
molecule | p53 reactivator | MBNL1 CUG block | ELG1 genotox | Gal4-VP16 FLuc | Rab9 promoter act | FLuc modulator | BRCA1 expr act | NPC1 prom act | RORg inh | uPA generation
COc1ccc(NC(=O)CO/N=C/C(=O)Nc2ccccc2C)c([N+](=O)[O-])c1 | 9% | x | -1% | x | 11% | u | 9% | 18% | x | 8%
O=C(NCc1cccnc1)c1ccc(S(=O)(=O)Nc2ccccc2)cc1 | -8% | x | 1% | x | -1% | -2% | -15% | -1% | x | -1%

# Going on with the list.
molecule | p53 reactivator | MBNL1 CUG block | ELG1 genotox | Gal4-VP16 FLuc | Rab9 promoter act | FLuc modulator | BRCA1 expr act | NPC1 prom act | RORg inh | uPA generation
CCOC(=O)C1=C(c2ccccc2)N=C2SCC(=O)N2C1c1ccc(O)c(OC)c1 (stereo not given) | -5% | u | 1% | 3% | -1% | -2% | 8% | -3% | 10% | -17%
COc1ccc(NC(=O)NNC(=O)C(C)Oc2ccc3ccccc3c2)cc1OC (stereo not given) | -17% | 6% | -3% | 5% | -2% | 0% | 14% | -1% | -17% | 7%
CCN(CC)S(=O)(=O)c1ccc(=O)n(CC(=O)N2Cc3ccccc3CC2C(N)=O)c1 (stereo not given) | -1% | x | 0% | x | -2% | 3% | -10% | -3% | x | -1%
CCOC(=O)COc1ccccc1C1Nc2ccccc2C(=O)N1c1cccc(Cl)c1 (stereo not given) | 14% | -3% | u | u | 2.8µM* | -14% | u | u | u | -13%
CCOc1cc(/C=C2\SC(N3CCCCC3)=NC2=O)ccc1O | 16% | u | 14% | 5% | 1% | 11µM* | u | 21% | 18% | -6%
CCOP(=O)(OCC)c1nc(-c2ccc(Cl)cc2)oc1NCc1ccccc1 | 2% | 13% | -6% | -2% | 0% | -2% | -34% | -5% | 43% | -9%
Cc1onc(-c2c(Cl)cccc2Cl)c1C(=O)NC(=S)Nc1sc2c(c1C(N)=O)CCC(C)C2 (stereo not given) | -9% | u | 1% | u | -3% | 1% | u | -5% | u | 1%
Cc1ccc(C(=O)c2c[nH]c(C(=O)NCCCN3CCOCC3)c2)cc1 | -6% | -2% | 3% | -5% | -2% | 3% | -10% | -4% | -1% | x
COC(=O)c1ccccc1N(C)S(=O)(=O)c1cc2c(cc1C)OCC(=O)N2 | -2% | 1% | -3% | -7% | 1% | -4% | -12% | -8% | -3% | -1%
CCc1cccc(OCCOC(=O)CNS(=O)(=O)c2ccc(NC(C)=O)cc2)c1 | -1% | x | -3% | x | -4% | 0% | 14% | 0% | x | 6%
COc1ccc(C2CC(=O)c3c(C)nc(N4CCN(c5ccccc5)CC4)nc3C2)cc1 (stereo not given) | 4% | -16% | 1% | -11% | -10% | -2% | 5% | -2% | u | 5%
C/C(=N\NC(=O)COc1ccc(C)cc1Br)c1cc([N+](=O)[O-])cs1 | 6% | 34%[activator] | 3% | -17% | -5% | 7% | 0% | -5% | -22% | -8%
COc1ccc(/C=C(\C#N)c2n[nH]c(Cn3cncn3)n2)cc1 | -3% | u | 0% | -2% | -11% | -19% | -20% | 0% | u | 0%
O=C(Nc1nnc(-c2ccc(Cl)cc2)o1)C1=COCCO1 | 2% | x | 7% | 1.8µM* | -1% | u | 21% | 1% | 2.5µM* | -1%
O=C(c1ccccc1)n1nc(-c2ccccc2)nc1NCc1ccco1 | 13% | 1% | u | 19% | 6% | 2% | 51% | 11% | 40% | -15%
COc1cc(C(=O)OCC(=O)c2c[nH]c3ccccc23)ccc1OCC(=O)N1CCOCC1 | -4% | 6% | -14% | 2% | 1% | -13% | 10% | -1% | 24% | 0%
O=C(O)c1ccc2c(c1)C(=O)N(N1C(=O)c3ccccc3C1=O)C2=O | 0% | x | 1% | -3% | -4% | 0% | -31% | -2% | 29% | -2%
COC(C[C@H](O)C[C@@H](O)COCc1ccccc1)OC | 4% | -7% | 2% | -7% | -6% | -1% | -8% | -7% | -1% | 6%
O=c1c2ccc([N+](=O)[O-])cc2ncn1CCOc1ccc(Cl)cc1 | 7% | u | -16% | -2% | 0% | -2% | 34% | -1% | -11% | 1%
CN(C(=O)CSc1nncc2ccccc12)c1ccccc1 | u | x | 1% | x | x | x | -41% | x | x | -4%
Cc1cc(C)c(C(N)=O)c(Cl)n1 | 2% | 4% | -9% | 0% | 1% | 2% | 3% | 0% | -1% | 3%
COc1ccc(C(C)NC(=O)C2CCCC2)cc1 (stereo not given) | x | -2% | 0% | 5% | 0% | -3% | 10% | -4% | 4% | -1%
CCCCn1c(=O)c2c(O)cc(=O)oc2c2ccccc21 | 2% | 1% | 4% | -10% | 4% | 2% | 2% | -5% | -34% | -2%
